MPTP block: inhibitors of mitochondrial permeability transition pore | 360,000 compounds, 1.4% hits | isolated mouse mitochondria, Ca2+ swelling absorbance, 30 min | AID 602449 | inhibition, % at 10 µM;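 active means inhibition of 50% or more, scaled per plate between neutral and stimulator controls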;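 further: 0% = DMSO wells given calcium and 100% = 1 mM EGTA wells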
* marks the source's active call; other numbers are inactive results. This is a subset; the hit share may differ from the screen's.

A first look:
SMILES	MPTP block
COC(=O)[C@]12CCCCC=C1N(Cc1ccccc1)C(=O)[C@H](CC(=O)N1CCOCC1)C2	0.6
COc1ccc(NC2CCCN(C(=O)C3=NNC(=O)CC3)C2)cc1 (configuration not stated)	0.0
Cc1ccc([C@H]2N[C@]3(CCCN(Cc4ccc(F)cc4)C3=O)[C@H]3C(=O)N(Cc4ccccc4)C(=O)[C@@H]23)cc1	-0.4

This part in full (from the top)
SMILES	MPTP block
COC(=O)[C@]12CCCCC=C1N(Cc1ccccc1)C(=O)[C@H](CC(=O)N1CCOCC1)C2	0.6
COc1ccc(NC2CCCN(C(=O)C3=NNC(=O)CC3)C2)cc1 (configuration not stated)	0.0
Cc1ccc([C@H]2N[C@]3(CCCN(Cc4ccc(F)cc4)C3=O)[C@H]3C(=O)N(Cc4ccccc4)C(=O)[C@@H]23)cc1	-0.4
CCC(=NNc1ccc([N+](=O)[O-])cc1[N+](=O)[O-])c1ccccc1	2.8
CCOC(=O)C1(C)CCN1C(=O)c1ccc(OC)c(OC)c1 (configuration not stated)	-0.8
Cc1nc2ccc(C(=O)N(C)Cc3ccccc3)cn2c1N(C)C(=O)CCc1ccccc1	7.1
NC(=O)C1CCN(C(=O)c2ccc(Cl)c(S(=O)(=O)N3CCc4ccccc43)c2)CC1	0.2
CN(c1ccc(Cl)cc1)c1cc2c(c3c1ccn3C)C1CCC2C1 (configuration not stated)	0.8
CC1(Oc2ccc(F)cc2)CCN(Cc2ccccc2OC(F)F)C1 (configuration not stated)	0.3
CCCCNC(=O)c1nc(C2CCN(S(=O)(=O)c3ccc(S(C)(=O)=O)cc3)CC2)oc1-c1ccccc1	-3.2
CC(C)(C)C(c1nc2ccccc2[nH]1)n1c(-c2ccsc2)nc2ccccc21 (configuration not stated)	1.9
CCCCNC(=O)C1(C)CCCCN1C(=O)c1oc2ccccc2c1C (configuration not stated)	-0.9
N#CC1C(=O)NC(=O)C(C#N)C12CCCCC2 (configuration not stated)	1.4
CC(=O)Nc1ccc(C(=O)N2CCOCC2c2cc(C(=O)NCc3ccccc3)no2)cc1 (configuration not stated)	0.5
COC(=O)[C@@]1(Cc2ccc(OC)cc2)[C@H]2c3cc(C(=O)N4CCCC4)n(Cc4ccccn4)c3C[C@H]2CN1C(=O)c1ccccc1	-6.0
COC(=O)c1ccc(CNC(=O)/C=C/[C@H]2O[C@@H](n3cc(C)c(=O)[nH]c3=O)C[C@@H]2O)cc1	1.3
Cc1c(C(=O)NCc2ccc([N+](=O)[O-])cc2)sc(=O)n1Cc1ccc(-c2ccccc2)cc1	1.9
O=C(OCc1ccccc1)N1CCC2CC1c1cc(/C=C/CCCSc3ncccn3)ccc12 (configuration not stated)	-0.7
CN1CCN(C2CN(Cc3cn(Cc4ccc(F)cc4)nn3)S(=O)(=O)C2)CC1 (configuration not stated)	-0.1
CC12CCC(/C(=C/NNc3ccc([N+](=O)[O-])cc3[N+](=O)[O-])C1=O)C2(C)C (configuration not stated)	2.2
O=C1c2cccc3cccc(c23)C(c2nc3ccccc3[nH]2)N1C1CC1 (configuration not stated)	-0.2
CCCNC(=O)c1cc(C2CCCCN2S(=O)(=O)Cc2cccc(C(F)(F)F)c2)on1 (configuration not stated)	1.4
COc1ccc(N2C[C@H](CSC)[C@@H](CC(=O)Nc3ccccc3)C2=O)cc1	0.0
COC(=O)[C@]12CCCCC=C1N(Cc1ccc3c(c1)OCO3)C(=O)[C@H](CC(=O)NCC13CC4CC(CC(C4)C1)C3)C2	-1.0
COc1ccc(S(=O)(=O)NC(=O)C2(C)CCN2C(=O)COc2ccc(Cl)cc2)cc1 (configuration not stated)	-1.1

New compounds follow
SMILES	MPTP block
CC1=CC2(C)NC(=O)C(C)C12 (configuration not stated)	-3.2
COc1ccc(N2CCN(C(c3ccccc3)c3nnnn3C(C)(C)C)CC2)cc1 (configuration not stated)	0.4
Cc1cc(=O)n2c(nc3ccccc32)s1	-2.1
O=C(Nc1ccccc1)C1Cc2c(-c3ccccc3Oc3ccccc3)ccnc2O1 (configuration not stated)	2.0
O=C(Nc1nc(OCC(F)(F)F)cnc1/C=C\c1ccccc1)c1ccsc1	11
Cc1ccc(C(=O)Nc2ccccc2C(=O)N2CC(C)OC(C)C2)cc1 (configuration not stated)	-1.0
Cc1ccc(Cl)cc1-c1cc(C(=O)NCc2ccccc2)[nH]n1	1.7
COC(=O)C[C@@H]1CC[C@H](NC(=O)Cc2ccccn2)[C@@H](CO)O1	0.5
CCc1nc2ccc(C(=O)N3CCN(C(C)=O)CC3)cn2c1N(CCC(C)C)CCN(C)C	2.9
O=C(/C=C1\OCc2ccccc21)OCc1ccccc1	0.8
Cc1noc(C)c1NC(=O)N(C)C[C@H]1OCCCC[C@@H](C)Oc2ccc(NS(=O)(=O)c3ccccc3)cc2C(=O)N([C@H](C)CO)C[C@@H]1C	-1.9
Cc1ccc(CN2CCC[C@]3(N[C@H](c4ccccc4)[C@@H]4C(=O)N(C)C(=O)[C@@H]43)C2=O)cc1	-2.3
C[C@@H]1CN([C@H](C)CO)C(=O)CCCn2nncc2CO[C@@H]1CN(C)S(=O)(=O)c1ccc2c(c1)OCCCO2	0.2
Cc1cc(C)cc(CC(=O)N2CCC2(C)C(=O)NS(=O)(=O)c2ccccc2)c1 (configuration not stated)	-1.5
CCOC(=O)[C@@H](NC(=O)CC[C@H]1O[C@@H](n2ccc(=O)[nH]c2=O)[C@H](O)[C@@H]1O)C(C)C	-1.5
CCOC(=O)C1(C)CCCN1C(=O)c1csnn1 (configuration not stated)	-1.8
CC1(C(=O)NS(=O)(=O)c2ccc(Cl)s2)CCN1C(=O)Cc1ccccc1Cl (configuration not stated)	-3.5
CC1(C(=O)NS(=O)(=O)C2CC2)CCN(C(=O)c2cc(F)cc(F)c2)C1 (configuration not stated)	-0.4
COc1cccc(CNc2nc3cc(-c4ccc(C(=O)N5CCN(C)CC5)cc4)sc3c(=O)n2C)c1	-0.1
Cc1ccc(S(=O)(=O)/N=C2\C=C(NS(=O)(=O)c3ccc(C)cc3)C(=O)c3ccccc32)cc1	38
CC(C)c1cccc(-c2csc(C(O)c3ccccc3)n2)c1 (configuration not stated)	1.6
C[C@H](CO)N1C[C@H](C)[C@H](CN(C)C(=O)Nc2ccc(-c3cccs3)cc2)OCc2cnnn2CCCC1=O	0.1
COc1ccc(CC(=O)N2CCC(C)(C(=O)NS(=O)(=O)C3CC3)C2)cc1OC (configuration not stated)	0.2
O=C(NCCO)OC1CC2CC1[C@H]1CCCCN1C2=O (some centres not stated)	-1.6
O=C(Nc1cccc2c1CCCC2)c1cc(C2CCCCN2S(=O)(=O)c2cccs2)on1 (configuration not stated)	0.4

(more compounds)
SMILES	MPTP block
Cc1ccc(C(=O)OCC(=O)Nc2ccc(C)c(S(=O)(=O)N3CCCCC3)c2)o1	1.3
Cc1cccc(C)c1-n1nnnc1C1(C)CCC(=O)N1Cc1cccs1 (configuration not stated)	-0.1
CCOC(=O)C1=CCN(S(=O)(=O)c2ccccc2C)C1c1ccc(Br)cc1 (configuration not stated)	0.9
CCCCNCCS(=O)(=O)NCc1ccccc1OC	1.7
CC(=O)Nc1cccc(-c2ccnc3c2CC(C(=O)NCc2cccc(Cl)c2)O3)c1 (configuration not stated)	0.4
Cn1c(=O)c2c(ncn2CC(=O)O)n(C)c1=O	-2.0
O=C(Nc1ccc2c(c1)CN(C(=O)Nc1ccc(F)cc1)CC2)c1ccccn1	3.3
Cc1cc(OCc2cc(C(=O)NC(C)c3cnn(C)c3)no2)cc(C)c1Cl (configuration not stated)	-0.9
O=C1NCCN(CC2CCN(CCc3ccc(Cl)c(Cl)c3)CC2)C1=O	0.4
COc1ccc([C@@H]2C[C@H]3[C@@H](CN2S(=O)(=O)c2ccccc2)C(=O)C[C@@H](c2ccccc2F)N3S(=O)(=O)c2ccc(C)cc2)cc1	0.2
CC(=O)Nc1cccc(-c2ccnc3c2CC(C(=O)Nc2cccc(NS(C)(=O)=O)c2)O3)c1 (configuration not stated)	-3.2
CCN(CCN(C)C)C(=O)c1ccc2nc(C)c(N(C)C(=O)CCc3ccccc3)n2c1	1.0
O=C(CS(=O)(=O)Cc1ccccc1)c1ccccc1	0.2
CC1(c2nnnn2Cc2ccccc2)CCC(=O)N1Cc1cccc(C(F)(F)F)c1 (configuration not stated)	0.6
O=C1NC[C@H](CCCCN2C[C@H](Cc3ccc(O)cc3)N(CCc3ccccc3)C(=O)C2=O)N(CCc2ccc(O)cc2)C1=O	-1.7
COC(=O)/C=C1\OCc2cccc(C)c21	0.5
Cc1cccc(C)c1NC(=O)CNC(=O)c1ccc(N2CCOCC2)c([N+](=O)[O-])c1	-0.4
COc1cccc(CN(C)C(=O)c2ccc(S(=O)(=O)Nc3cccc(C)c3C)cc2)c1OC	-0.8
FC(F)(F)c1ccccc1Cc1c(-c2ccc(Cl)cc2)nc2ccc(Br)cn12	1.4
COc1cc2c(cc1OC(C)=O)C(=O)CCCC2	-1.9
CCC1(c2ccccc2)CN(C)C1=O (configuration not stated)	-0.9
COC(=O)[C@@]12C[C@@H](CC(=O)N3CCCCC3)C(=O)N(Cc3cccc4ccccc34)C1=CCC(C)(C)C2	-0.1
COc1cccc(CN(C)CC(=O)N2CCN(S(=O)(=O)c3ccccc3)CC2)c1	1.0
O=C(C[C@H]1C[C@@H]2c3cc(NC(=O)c4cccnc4)ccc3O[C@@H]2[C@H](CO)O1)NCc1ccncc1	-0.9
CCOCCC(=O)Nc1ncc(S(=O)(=O)c2ccc([N+](=O)[O-])cc2)s1	0.8

New compounds follow.
SMILES	MPTP block
CCCNC(=O)C1(C)CCN(Cc2cc(-c3ccccc3)on2)C1 (configuration not stated)	-0.1
CC(C)CC1C(=O)N(Cc2cn(CCC3OCCCO3)nn2)CCS(=O)(=O)N1Cc1ccc(-c2ccccc2)cc1 (configuration not stated)	0.2
CCOC(=O)N1CCN(C(=O)C[C@@H]2C[C@@]3(C(=O)OCC)CCC=C3N(Cc3ccccc3)C2=O)CC1	-1.8
COC(=O)C1CCN(C2CN(Cc3ccc(C)cc3)S(=O)(=O)C2)CC1 (configuration not stated)	1.0
COc1ccc(-c2ccc3[nH]c4c(c3c2)CCN2C[C@H]3[C@H](C)ON(C)[C@H]3C[C@@H]42)cc1	1.0
COc1ccc(C2=Nc3ccccc3N(C(=O)c3ccc4ncccc4c3)C2C(=O)NC2CCCC2)cc1 (configuration not stated)	-0.3
O=C1Nc2ccccc2-n2nnnc2C1N1CCN(c2cccc(C(F)(F)F)n2)CC1 (configuration not stated)	1.1
CCNC(=O)C1CCCN(Cc2ccc(OCc3ccccc3)cc2)CC1 (configuration not stated)	-0.7
CCCC#Cc1ccc2c(c1)O[C@H](CN(C)C(=O)CC1CC1)[C@H](C)CN([C@@H](C)CO)S2(=O)=O	1.3
CC(C)(C)c1cc2nc(NCc3cccc(Cl)c3)ccn2n1	-0.2
CCCc1c(C(=O)N/N=C/c2ccc(C)o2)nnn1-c1nonc1N	-0.1
CCCCn1nnnc1C1(C)CCC(=O)N1Cc1ccco1 (configuration not stated)	0.7
CC1(C)CC(=O)C=C(c2ccc(COC(=O)c3ccc(-c4ccccc4)cc3)cc2)C1=O	-2.1
N#Cc1ccccc1S(=O)(=O)N1CCN(Cc2cccs2)CC1	0.0
COc1cc(Cn2c3ccc(NC(=O)CC(C)c4ccccc4)cc3c(=O)n2C)ccc1F (configuration not stated)	0.6
C=C(C)Cn1c2ccc(NC(=O)NCCc3cccs3)cc2c(=O)n1C	0.9
CCOC(=O)N1CCN(C(=O)C[C@@H]2C[C@@]3(C(=O)OC)CCCCC=C3N(CCc3ccc(OC)c(OC)c3)C2=O)CC1	3.3
C[C@@H]1CN([C@H](C)CO)C(=O)CCCn2cc(nn2)CO[C@H]1CN(C)S(=O)(=O)c1ccc(Oc2ccccc2)nc1	-0.8
COc1ccc(C(=O)c2ccccc2)cc1CN1CCOCC1	0.8
Cc1cc(C)c2cc(N)c(Cl)nc2n1	-0.3
CCOC(=O)C1=CCC(c2ccc(F)cc2)N(S(=O)(=O)c2ccc(C)cc2)C1 (configuration not stated)	-2.2
O=C(NC1CC1)c1ccc(NC(=O)C2CCC2)cc1	1.0
CC1(C(=O)NS(=O)(=O)C2CC2)CCCN(C(=O)CSc2ccccc2)C1 (configuration not stated)	-1.2
COc1cc(OC)c(C=Cc2ccncn2)c(OC)c1	-1.9
COc1cc(C=C2C(=O)C=CC2=O)ccc1O	8.4

Part of the list above in order of length of the SMILES, lowest first.
SMILES	MPTP block
COC(=O)C1CCN(C2CN(Cc3ccc(C)cc3)S(=O)(=O)C2)CC1 (configuration not stated)	1.0
CC1(C)CC(=O)C=C(c2ccc(COC(=O)c3ccc(-c4ccccc4)cc3)cc2)C1=O	-2.1
COc1ccc(C2=Nc3ccccc3N(C(=O)c3ccc4ncccc4c3)C2C(=O)NC2CCCC2)cc1 (configuration not stated)	-0.3
CCOC(=O)N1CCN(C(=O)C[C@@H]2C[C@@]3(C(=O)OCC)CCC=C3N(Cc3ccccc3)C2=O)CC1	-1.8

(listing goes on)
SMILES	MPTP block
CN(C)c1ccc(-c2ccnc3c2CC(C)(C(=O)Nc2ccc(Cl)c(C(F)(F)F)c2)O3)cc1 (configuration not stated)	2.5
CCCCSCc1nc2nc(Cl)c(Cl)nc2[nH]1	72*
CC1(C)Oc2cc3oc(=O)ccc3c3c2C2C1CCC(C)(O3)C2O (configuration not stated)	0.4
COc1cccc(C(NC(C)=O)c2nc(-c3cccs3)cs2)c1 (configuration not stated)	-1.2
COc1cccc(C(NC(C)=O)c2nc(-c3ccc4ccccc4c3)cs2)c1 (configuration not stated)	-1.5
CC1(Oc2ccc3ccccc3c2)CCN(Cc2cccn2-c2nccs2)C1 (configuration not stated)	3.5
O=[N+]([O-])c1ccc2[nH]ccc2c1	-1.8

An excerpt taken from the entries so far, as a working copy:
SMILES	MPTP block
C[C@H](CO)N1C[C@H](C)[C@H](CN(C)C(=O)Nc2ccc(-c3cccs3)cc2)OCc2cnnn2CCCC1=O	0.1
COc1ccc(CC(=O)N2CCC(C)(C(=O)NS(=O)(=O)C3CC3)C2)cc1OC (configuration not stated)	0.2
O=C(NCCO)OC1CC2CC1[C@H]1CCCCN1C2=O (some centres not stated)	-1.6
O=C(Nc1cccc2c1CCCC2)c1cc(C2CCCCN2S(=O)(=O)c2cccs2)on1 (configuration not stated)	0.4
